QS inhibitor – S. aureus quorum sensing inhibition. S. aureus RN6390 RNAIII-GFP reporter, AIP-induced, flow cytometry 3 h. inhibition, % at 2 µM. 24,000 compounds, 0.3% hits. AID 527;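 active = share of bacteria positive for the green fluorescent reporter and its mean brightness both inhibited by 50% or more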;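 also: 0% = AIP-stimulated control and 100% = unstimulated bacteria without AIP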
QS inhibitor GFP MFI % – also measured in QS inhibitor; calls as there; inhibition, %; measured here: inhibition of GFP MFI
Active calls of the source: *.

SMILES | QS inhibitor | QS inhibitor GFP MFI %
O=C(C1CCN(S(=O)(=O)N2CCOCC2)CC1)N1CCN(Cc2ccccc2)CC1 | -3 | -12
COc1ccc(OC)c(-c2cc(C(=O)N3CCN(c4ncccn4)CC3)c3ccccc3n2)c1 | 6 | 14
CCc1ccc(C2CC(c3ccc(C)cc3)Nc3nc(N)nn32)cc1 (centres undefined) | 36 | 48
CCOC(=O)c1c(C)c(C(=O)NCCN2CCOCC2)c(C)n1CC | -1 | -48
COC(=O)c1ccc(NC(=O)CN2CCN(c3ccc(Cl)cc3)CC2)cc1 | -2 | -2
COc1cccc(C2C3=C(CCCC3=O)Nc3nc4ccccc4n32)c1OC (centres undefined) | -2 | -9
COC(=O)c1cc2occc2n1CC(=O)Nc1cc(OC)cc(OC)c1 | -2 | -17
O=C(Nc1ccc(Cl)c(C(F)(F)F)c1)N1CCCC(O)C1 (centres undefined) | 0 | -16
CCN1CCN(c2cc(C)c3cc(NC(=O)c4ccncc4)ccc3n2)CC1 | -5 | -20
O=C(Cn1cccc1)N1CCN(c2ccc(F)cc2)CC1 | -4 | 0
Cc1nn(-c2ccc(F)cc2)c(C)c1NS(=O)(=O)c1ccc(Cl)cc1 | 0 | 11
O=C(c1ccc2c(c1)OCO2)N(c1ccc(Cl)cc1)C1C=CS(=O)(=O)C1 (centres undefined) | 3 | 4
C=CCn1c(SCCCC)nc(O)cc1=O | 2 | 8
Cc1cc(Nc2ccc(C)c(C)c2)n2nc(C)nc2n1 | -4 | -16
Oc1ccc(N2CCN(C(c3cccnc3)c3nnnn3Cc3ccccc3)CC2)cc1 (centres undefined) | 2 | 4
COc1c2ccoc2nc2c(OC)c(OCC(O)C(C)(C)O)ccc12 (centres undefined) | -5 | -14
CC(=O)N1CCc2cc(S(=O)(=O)NCCCN3CCN(Cc4ccccc4)CC3)ccc21 | -3 | -3
CCOC(=O)C1CCCN(c2ncnc3c2cnn3-c2ccc(OC)cc2)C1 (centres undefined) | 0 | 7
CCOC(=O)c1cc2c(=O)n3cccc(C)c3nc2n(CC2CCCO2)c1=NC(C)=O (centres undefined) | 6 | 14
CC(C)c1cc(C(=O)Nc2sc3c(c2C#N)CCC3)no1 | 6 | 18
COc1cc2c(=O)n(Cc3ccccc3)c(=O)n(CC(=O)NCc3ccco3)c2cc1OC | 2 | 34
CCOC(=O)N1CCN(c2c(N3CCc4ccccc43)c(=O)c2=O)CC1 | 3 | 33
Cc1ccc(N(C(=O)c2cccs2)C2C=CS(=O)(=O)C2)cc1 (centres undefined) | -1 | 0
COc1ccc(N(CC(=O)Nc2cc(Cl)ccc2OC)S(=O)(=O)c2c(C)noc2C)cc1 | 0 | -1
CC1CCN(c2nc(-c3ccc(F)cc3)cc(C(F)(F)F)n2)CC1 | -1 | -15
Cc1ccc2oc(=O)c3cc(C(=O)NCCN4CCN(C)CC4)sc3c2c1 | 4 | 46
CC(C)c1nnc(NC(=O)CCCC(=O)O)s1 | -3 | 4
COc1ccc(-n2ncc3c(=O)n(CC(=O)OCc4ccccc4)cnc32)cc1 | -1 | 6
CCC1C(=O)N=C(SCC(=O)Nc2ccc(C(=O)OC)cc2)NC1=O (centres undefined) | -1 | 13
COCCn1c(=S)[nH]c2cc(C(=O)N3CCN(c4ccc(F)cc4)CC3)ccc2c1=O | -1 | -1
CCC(C(=O)Nc1ccccc1OC)n1c(C(=O)OC)cc2ccsc21 (centres undefined) | 1 | 6
COc1ccc(NC(=O)CSc2nnc(-c3ccccc3)n2N)cc1 | -4 | -20
Cc1[nH]c(=O)[nH]c(=O)c1S(=O)(=O)N1CCCC(C(=O)NCc2ccco2)C1 (centres undefined) | 1 | 9
CCN(CC)c1ccc(NC(=O)CN2CCN(c3ccccc3F)CC2)cc1 | -2 | -8
CCCCOc1ccc(OC(=O)c2cccnc2)cc1 | -2 | -5
COc1ccc(S(=O)(=O)Nc2ccc3oc(C)c(C(=O)O)c3c2)cc1 | 4 | 6
CCCCNc1nc(N(C)c2ccccc2)nc(-n2ccnc2)n1 | 2 | 8
COCC(=O)NCc1nc2ccccc2n1Cc1ccccc1F | 2 | 4
COc1cccc(-n2c(SC3CCOC3=O)nc3ccccc3c2=O)c1 (centres undefined) | -2 | 8
CC(=O)Nc1ccc(S(=O)(=O)NC(CC(=O)N(C)Cc2ccccc2)C(C)C)cc1 (centres undefined) | 8 | 16

Record cards (already shown). Screens in order: QS inhibitor, QS inhibitor GFP MFI %
`CCOC(=O)N1CCN(c2c(N3CCc4ccccc43)c(=O)c2=O)CC1` in the list: 3, 33
`CC1CCN(c2nc(-c3ccc(F)cc3)cc(C(F)(F)F)n2)CC1` in the list: -1, -15

Later entries:
SMILES | QS inhibitor | QS inhibitor GFP MFI %
CCn1ncc(C2=NOC(C(=O)N3CCN(c4ccccc4)CC3)C2)c1C (centres undefined) | -10 | -3
CCOc1ccccc1NC(=O)CSc1nnc(CNC(=O)c2ccco2)o1 | 0 | -19
COc1cc2c(cc1OC)C(C(=O)Nc1ccccn1)C(c1cccnc1)N(C)C2=O (centres undefined) | -1 | 0
O=C(CN1C(=O)C2(OCCCO2)c2ccccc21)NCCc1ccccc1 | 0 | 3
O=C(c1ccc2nc(N3CCOCC3)sc2c1)N1CCCC1 | -1 | 15
COc1ccc(/C=N/n2c(SC)nnc2-c2ccccc2)cc1C | 4 | 18
O=C(O)C1CCN(C(=O)c2ccccc2C(=O)N2CCC(C(=O)O)CC2)CC1 | -5 | -9
CCc1ccc(NC(=O)c2cc(-c3ccco3)on2)cc1 | 0 | -3
O=C(NCc1ccc2c(c1)OCO2)c1cc(S(=O)(=O)N2CCCCC2)ccc1F | -1 | -38
CN1C2C=C3C(C#N)=C(N)C(C#N)(C#N)[C@@H](c4ccc(Cl)cc4)[C@@H]3C1CC2 (some centres undefined) | -4 | -5
COc1ccc(CCn2c(NCCCN3CCOCC3)nc3c2c(=O)[nH]c(=O)n3C)cc1 | -1 | 1
CSc1c(C#N)c(N)c(C#N)c2c1COC(C)(C)C2 | -3 | 0
CC(C)C(NC(=O)OCc1ccccc1)C(=O)OCC(=O)NCc1ccco1 (centres undefined) | 0 | 0
O=C1CCNc2cc3ccccc3cc21 | 2 | 7
Cc1c(C=NCCOCc2ccccc2)cnn1C | -1 | -4
CC(C)N(Cc1nc(-c2ccc(Cl)cc2)no1)C(=O)CCCN1C(=O)c2ccccc2C1=O | -1 | -3
COc1cccc(NS(=O)(=O)c2ccc3c(c2)n(C)c(=O)c(=O)n3C)c1 | -4 | -6
Cn1cc(C(=O)NCCN2CCN(c3cccc(Cl)c3)CC2)c2c3ccccc3n(C)c2c1=O | -2 | -6
COC(=O)c1ccc(NC(=O)CN2C(=O)CSC2=O)cc1 | 0 | -31
CC1CCN(C(=O)c2ccc(COc3ccccc3Cl)o2)CC1 | 0 | 4

By substructure: those above containing a Cl atom (9)
SMILES | QS inhibitor | QS inhibitor GFP MFI %
COC(=O)c1ccc(NC(=O)CN2CCN(c3ccc(Cl)cc3)CC2)cc1 | -2 | -2
O=C(Nc1ccc(Cl)c(C(F)(F)F)c1)N1CCCC(O)C1 (centres undefined) | 0 | -16
Cc1nn(-c2ccc(F)cc2)c(C)c1NS(=O)(=O)c1ccc(Cl)cc1 | 0 | 11
O=C(c1ccc2c(c1)OCO2)N(c1ccc(Cl)cc1)C1C=CS(=O)(=O)C1 (centres undefined) | 3 | 4
COc1ccc(N(CC(=O)Nc2cc(Cl)ccc2OC)S(=O)(=O)c2c(C)noc2C)cc1 | 0 | -1
CN1C2C=C3C(C#N)=C(N)C(C#N)(C#N)[C@@H](c4ccc(Cl)cc4)[C@@H]3C1CC2 (some centres undefined) | -4 | -5
CC(C)N(Cc1nc(-c2ccc(Cl)cc2)no1)C(=O)CCCN1C(=O)c2ccccc2C1=O | -1 | -3
Cn1cc(C(=O)NCCN2CCN(c3cccc(Cl)c3)CC2)c2c3ccccc3n(C)c2c1=O | -2 | -6
CC1CCN(C(=O)c2ccc(COc3ccccc3Cl)o2)CC1 | 0 | 4

(next part)
SMILES | QS inhibitor | QS inhibitor GFP MFI %
CCOC(=O)c1ccc(NC(=O)NC(C)C2CCCO2)cc1 (centres undefined) | 2 | 9
CCOC(=O)C1CCN(C(=O)CSc2cc(=O)n(CC)c3ccccc23)CC1 | 1 | 18
CC1CCCC(NC(=O)C2CCN(S(=O)(=O)N3CCC4(CC3)OCCO4)CC2)C1C (centres undefined) | 6 | 10
CCSc1nnc(-c2ccccc2NC(=O)CC)c(=O)[nH]1 | 0 | 4
COc1ccc(CCNC(=O)CC2COc3ccccc3O2)cc1OC (centres undefined) | 0 | 19
CCn1c(C(C#N)/C(=N\S(=O)(=O)c2cccs2)c2ccccc2)nc2ccccc21 (centres undefined) | 0 | 5
COc1cccc(NC(=O)c2oc3ccccc3c2NC(=O)c2ccc3c(c2)OCO3)c1 | -11 | -23
CCCOc1cccc(C(=O)N(Cc2ccco2)C2CCS(=O)(=O)C2)c1 (centres undefined) | -1 | -2
C=COCCNC(=O)Nc1ccc(Cl)c(Cl)c1 | -4 | -8
CCOC(=O)N1CCN(C(=O)CCN2C(=O)COc3ccc(C)cc32)CC1 | -5 | -4
COc1ccccc1NC(=O)CSc1nnc(Cn2c(=O)sc3ccccc32)n1C | 0 | 2
CCCCn1c(SCC(=O)OCC)nc2c1c(=O)[nH]c(=O)n2C | -1 | -14
CSCCC(NC(=O)CCN1C(=O)c2ccccc2C1=O)C(=O)O (centres undefined) | -5 | -17
COc1ccc(S(=O)(=O)NC(CC(=O)NCc2ccccc2OC)c2ccco2)cc1 (centres undefined) | 0 | -11
CCCN(CCC)CCNS(=O)(=O)c1ccc2c(c1)oc(=O)n2C | 0 | -7
Cc1ccc(CCNC(=O)c2coc3nc4ccccc4nc23)cc1 | 7 | 19
COC(=O)Nc1ccc(S(=O)(=O)N2CCCCCC2)cc1 | 0 | -7
COc1ccc(C2C(C(N)=O)=C(C)Nc3nc(-c4ccccc4OC)nn32)cc1OC (centres undefined) | -1 | -3
N#CCOc1nc(N2CCOCC2)nc(N2CCOCC2)n1 | 6 | 11
CC1(C)CC(=O)C2=C(C1)N(c1ccccc1C#N)C(N)=C(C#N)C2c1cccs1 (centres undefined) | -1 | 1
O=c1c2cccnc2[nH]c(=S)n1CCCN1CCN(c2ccccc2F)CC1 | 2 | 7
FC(F)(F)c1cccc(N2CCN(Cc3cccnc3)CC2)c1 | 1 | 5
COc1ccc(C(CC(=O)O)NC(=O)C2CCCCC2)cc1 (centres undefined) | -1 | -12
COc1ccc(Cc2nnc(Nc3ccc(C)cc3C)[nH]c2=O)cc1 | 4 | 19
Cn1c(=O)c2c(SCc3cccc(C(F)(F)F)c3)nc(-c3ccco3)nc2n(C)c1=O | -1 | -21
O=C1CC(c2ccccc2)n2nc(NC(=O)c3ccccn3)nc2N1 (centres undefined) | 0 | 5
Nc1ccccc1NC(=O)c1ccccc1N | -5 | -36
Cc1c(NC(=O)C2(c3ccccc3)CCOCC2)c(=O)n(-c2ccccc2)n1C | -2 | 1
COc1ccc(N(CC(=O)N2CCc3ccccc32)S(=O)(=O)c2c(C)n[nH]c2C)cc1 | -6 | -14
CCOC(=O)C(C)n1ncn2cccc2c1=O (centres undefined) | 0 | 0
O=C(CSc1nnc(-c2ccccc2)o1)N1CCc2ccccc2C1 | 0 | 8
CCOC(=O)N1CCN(C(=O)CSCC(=O)Nc2nc(-c3cccs3)cs2)CC1 | -2 | -1
O=c1cc(N2CCN(c3cccc(Cl)c3)CC2)[nH]c(=O)n1C1CCCCC1 | -3 | -5
COCCn1c(=S)[nH]c2cc(C(=O)N3CCN(c4ccccc4OC)CC3)ccc2c1=O | 4 | 31
CCC(=O)N1CCc2cc(S(=O)(=O)CCC(=O)NCc3cccs3)ccc21 | 2 | 19
CCOC(=O)N1CCN(C(=O)c2ccc3c(=O)n(Cc4ccc(Cl)cc4)c(=S)[nH]c3c2)CC1 | 33 | 39
Cc1ccc(C)c(OCC(O)CN2C(C)CCCC2C)c1 (centres undefined) | -2 | -65
CCC(C(=O)OCCN(CC)CC)c1ccccc1 (centres undefined) | -3 | 20
Cc1cccc(CN2CCN(CC(=O)O)C2=O)c1 | -2 | -15
CCSc1nnc(-c2cccs2)o1 | -1 | 4
Cc1cccc2nc(Cn3c(=O)n(CCC(=O)NCc4ccco4)c(=O)c4ccccc43)cc(=O)n12 | -4 | -13
O=C(CCCNS(=O)(=O)c1cccs1)N1CCc2ccccc2C1 | 3 | 12
Cc1cccc2cc(CN(CC3CCCO3)C(=O)c3cnccn3)c(=O)[nH]c12 (centres undefined) | 0 | 2
CCN(CC)S(=O)(=O)c1cccc(-c2nnc(SCCOc3ccccc3C)o2)c1 | -3 | -10
CC(CC(=O)O)CC1=NS(=O)(=O)c2ccccc2N1 (centres undefined) | -4 | -6
CCOc1cc(C#N)c(NC(=O)c2ccnn2C)cc1OCC | -7 | -8
CC1=C(C(=O)Nc2ccccn2)C(c2ccc(Br)cc2)n2ncnc2N1 (centres undefined) | -1 | -1
c1ccc(-c2nnc(SCc3nc4ccccc4[nH]3)o2)cc1 | 0 | 5
Cc1nc2ccc(S(=O)(=O)NCC(=O)N3CCOCC3)cc2s1 | 0 | 11
CN(C)c1ccc(CNC(=O)C2CCN(S(=O)(=O)c3ccc4c(c3)CCC(=O)N4)CC2)cc1 | -11 | -13
Cn1c(=O)oc2cc(S(=O)(=O)NCCC(=O)N3CCc4ccccc4C3)ccc21 | 0 | -36
NC(=O)c1c(NC(=O)CN2CCCC2)sc2c1CCCC2 | -1 | 7
CC1CCCCN1S(=O)(=O)c1ccc(C(=O)Nc2nnc(-c3ccccc3Cl)o2)cc1 (centres undefined) | 1 | 11
CCOC(=O)N1CCC(NC(=O)Cn2ncn3c(cc4sc(CC)cc43)c2=O)CC1 | -2 | 0
CC1=C(C(=O)OCC(C)C)C(c2cc3c(cc2Br)OCO3)NC(=O)N1C (centres undefined) | 19 | 21
O=C(O)CC1CCCC(c2ccccc2)C1=O (centres undefined) | -2 | -5
O=C(C1COc2ccccc2O1)N1CCCC1 (centres undefined) | -1 | -2

Among those listed so far, 4 have a CF3 group:
SMILES | QS inhibitor | QS inhibitor GFP MFI %
O=C(Nc1ccc(Cl)c(C(F)(F)F)c1)N1CCCC(O)C1 (centres undefined) | 0 | -16
CC1CCN(c2nc(-c3ccc(F)cc3)cc(C(F)(F)F)n2)CC1 | -1 | -15
FC(F)(F)c1cccc(N2CCN(Cc3cccnc3)CC2)c1 | 1 | 5
Cn1c(=O)c2c(SCc3cccc(C(F)(F)F)c3)nc(-c3ccco3)nc2n(C)c1=O | -1 | -21

Not all compounds are listed; count on the stated rates, not on these rows.
